Screening results from PubChem.
Platelet DG rel: inhibitors of platelet dense granule secretion, primary screen, cell-based, MLPCN, human platelets; human platelet-rich plasma, SFLLRN dense granule ATP release, luminescence; inhibition, %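 (compounds screened at 7.5 µM in platelet-rich plasma)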; hit rate 0.22% among 300,000;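 active = mean replicate score, as percent of positive control, at or above 50; inconclusive = mean below 50 but at least one replicate at or above 50; inactive = mean and every replicate below 50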
HSP90 inh: HSP90 inhibitors, primary screen, cell lysate, luminescence; Heat shock protein HSP 90 (rabbit reticulocyte lysate; luciferase refolding); Rabbit reticulocyte lysate, luciferase refolding luminescence, 3 h; hit rate 0.91% among 290,000; inhibition, % at 5.6 µM;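 active = inhibition above the screen-wide mean plus 3 SD, computed separately per campaign, cut at about 16% in these data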;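 also: 0% = DMSO wells and 100% = 60 µM geldanamycin wells; inhibitors lower the luminescence because luciferase stays unfolded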
HIF act: HIF pathway transcriptional activators, primary screen, cell-based, U2OS HRE-luciferase, luminescence; U2OS HRE-luciferase reporter; normalized: DMSO 0%, desferrioxamine 100%; activation, % at 7.5 µM (by protocol); hit rate 0.32% among 300,000; AID 1910, 2009;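 active = mean activation of at least 10% of the iron chelator positive control signal, with at least half of replicates also reaching 10%; inconclusive = mean and replicate majority disagree about reaching 10%; inactive = mean and most replicates under 10%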
HSF1 activator: HSF-1 activators, primary screen, NIH3T3-HGL cells, MG132 stress, luminescence, single point; NIH3T3-HGL HSF-1 luciferase reporter, 8 h; 100% = twice DMSO control signal; activation, % at 9 µM; hit rate 1.7% among 300,000;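 active = mean replicate activation of at least 50% with a set share of replicates each reaching 50%; inconclusive = only one of those two conditions met; inactive = mean below 50% and too few replicates reaching it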;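 also: 0% = median of the neutral control wells and 100% = twice that signal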
IEC-6 tox: cytotoxicity in IEC-6 intestinal epithelial cells, primary screen, cytotoxicity control for KLF5 inhibitor project, cell-based, luminescence | IEC-6 cytotoxicity, luminescence viability | AID 1825, 2009 | inhibition, % at 5 µM | hit rate 0.78% among 290,000; in the data active = inhibition above about 22%;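 also: 0% = plate median of test compound wells and 100% = cytotoxic reference compound wells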
HSF1 inhib: HSF1 inhibitors in luciferase reporter cells, primary screen, cell-based, NIH3T3, luminescence; activity change, negative = inhibition, % at 7.5 µM (by protocol); NIH3T3-HGL HSE-luciferase, MG132-induced, luminescence 8 h; active compounds read low; hit rate 0.77% among 300,000;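 active = more than half of replicate wells show activity change below -50%, luminescence cut by over half; inconclusive = some wells, but at most half, below -50%; inactive = no replicate well below -50%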;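 also: luciferase reports HSF-1 transcriptional activity via heat shock element; 0% = median of DMSO wells and -100% = zero luminescence signal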
KLF5 inh: KLF5 expression inhibitors, primary screen, DLD-1 cells, luminescence; DLD-1 KLF5 promoter-luciferase reporter; inhibition, % at 5 µM; hit rate 0.23% among 290,000; AID 1700, 2009;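 active = inhibition above a per-plate limit of that plate's mean compound inhibition plus 3 SD, cut at about 60% in these data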;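 also: 0% = DMSO wells and 100% = LY294002 at 200 µM; higher means less KLF5 promoter-driven luciferase light; inactives centre near -14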
AI-2 QS modul: Vibrio harveyi AI-2 quorum sensing modulators, primary screen, JMH597 strain, luminescence/OD600 ratio | Vibrio harveyi JMH597 AI-2 luminescence/OD600 ratio, 9 h; active compounds read low; strain lacks LuxN and CqsS sensors; 0 = neutral-control median | activity change, % at 7.5 µM | hit rate 0.4% among 300,000 | AID 2094, 2009; in the data active = activity change below about -75%, passing the limit was not always enough; inconclusive = no clear call, values can overlap the other calls;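 also: luminescence divided by OD600 gain over 9 h not by final OD600 alone; inactives centre near 13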
aSyn 5UTR inh: MLPCN primary screen, SNCA 5' untranslated region; alpha-synuclein 5'UTR reporter, inhibitor activity; inhibition, % (tested at 7.5 µM); hit rate 0.82% among 300,000; AID 1813, 2009; in the data active = inhibition above about 60%; inconclusive = no clear call, values can overlap the other calls;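 also: H4 neuroglioblastoma cells stably carrying SNCA 5'UTR luciferase fusion; 0% = DMSO wells and 100% = positive control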
SKKanGAS inh: S. pyogenes SKKanGAS growth inhibitors in kanamycin, primary screen, streptokinase expression inhibitor project, SKKanGAS strain, BacTiter-Glo luminescence | inhibition, % at 7.5 µM | 6 h | hit rate 1.3% among 300,000;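 active = mean replicate score, as percent of positive control median, at least 50; inconclusive = mean below 50 but one replicate at or above 50; inactive = mean and every replicate below 50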;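 also: strain carries kanamycin resistance gene driven by streptokinase promoter and grows in 40 µg/ml kanamycin; loss of luminescence reflects streptokinase promoter inhibition or plain growth inhibition; 0% = median of DMSO wells and 100% = positive control at its reference dose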
The depositor's hits bear a star; ? = inconclusive; / = no result given.

SMILES | Platelet DG rel | HSP90 inh | HIF act | HSF1 activator | IEC-6 tox | HSF1 inhib | KLF5 inh | AI-2 QS modul | aSyn 5UTR inh | SKKanGAS inh
Cn1cnnc1SCC(=O)NN(c1ccccc1)c1ccccc1 | 0.2 | 2.2 | -0.1 | 5.1 | 7.6 | -1.5 | -9.6 | 16.0 | -7.1 | -3.7
Cc1nc2ccccc2c(=O)n1Cc1ccco1 | 14.8 | -0.4 | 0.0 | -11.5 | 2.9 | 1.7 | -8.8 | -3.6 | -6.4 | -2.7
NCc1oc(-c2ccccc2)cc1C(=O)O | -4.1 | -1.0 | -0.3 | -2.6 | 1.2 | -5.8 | 20.6 | 5.9 | 7.7 | -3.6
O=C(NCCCN1CCOCC1)c1sc2cc(Cl)ccc2c1Cl | -0.6 | -2.6 | 0.6 | 8.8 | 7.6 | 9.2 | -17.6 | 14.3 | -7.5 | /
COC(=O)c1ccc(NC(=S)NCCC2=CCCCC2)cc1 | -6.3 | -0.1 | 0.1 | -37.0 | -1.2 | -40.8 | 5.1 | -0.4 | 6.4 | -1.6
COc1ccccc1Nc1nc(N)nc(CN(C)C2CCCCC2)n1 | 3.7 | -0.6 | 0.1 | -5.6 | -6.0 | -2.4 | 25.1 | 13.8 | 1.6 | 8.9
COC(=O)Cc1ccc(NC(=S)NCc2cccc(OC)c2)cc1 | 2.3 | -2.4 | -0.2 | 20.7 | -4.7 | 8.4 | -12.6 | -2.0 | -6.5 | -3.7
COc1cccc(NC(=S)N2CCN(Cc3ccccc3)CC2)c1 | -8.8 | -1.6 | 0.3 | 17.8 | 0.7 | -0.2 | -36.6 | -0.7 | -2.6 | -2.4
CS(=O)(=O)N(CC(=O)Nc1ccccc1)Cc1ccc(Cl)cc1 | -4.1 | 0.2 | 0.0 | 13.0 | -1.6 | 1.4 | 0.2 | 7.4 | 0.4 | 1.5
CCN(Cc1ccccc1)S(=O)(=O)c1c(C(=O)N2CCCC2)c(C)n(C)c1C | -9.8 | 2.8 | 0.4 | 3.2 | 3.0 | 2.1 | -10.9 | 14.9 | 37.5 | 29.8
COc1cc(NC(=O)c2ccc(COc3ccccc3Br)o2)cc(OC)c1OC | -13.6 | 3.5 | 0.3 | -8.7 | 11.6 | -2.6 | -11.1 | 2.6 | 2.8 | 1.5
N/C(=N\OC(=O)CCCN1C(=O)c2ccccc2C1=O)c1ccc(Br)cc1 | 7.2 | -5.2 | -0.2 | -12.8 | -0.3 | -10.0 | -18.0 | -8.2 | -3.0 | 2.2
OCCCn1c(C2CCCN2c2nc(-c3ccc(Cl)cc3)cs2)nc2cc(Cl)c(Cl)cc21 (stereo unspecified) | -4.0 | / | 0.1 | 17.8 | / | 17.5 | / | 37.5 | -26.0 | 20.6
CC1CCC(NC(=O)CCNC(=O)c2ccccc2)CC1 (stereo unspecified) | -17.4 | -0.9 | 0.5 | -0.3 | 4.3 | -3.4 | -18.8 | 32.1 | -11.0 | -4.8
Cc1cc(Cl)ccc1OCC(=O)N[C@@H](Cc1ccccc1)c1nc2ccccc2[nH]1 | -21.9 | 1.3 | -2.8 | -10.4 | 4.0 | -5.0 | 0.3 | -0.4 | -22.4 | 3.8
CCCCCCCN1N=C(C)C(C(=O)c2ccccc2)C1=O (stereo unspecified) | 3.0 | 4.0 | -0.7 | 9.1 | 3.3 | -3.7 | 1.3 | 39.2 | 14.6 | ?
CCN1C(=O)[C@H]2[C@@H](c3ccc(-c4ccc(Cl)c(Cl)c4)cc3)N[C@@](C)(C(=O)OC)[C@H]2C1=O | -0.8 | / | 0.1 | -2.1 | / | -0.8 | / | 47.5 | 26.6 | 12.8
Cc1nnc(SCC(=O)N(CC(C)C)c2c(N)n(CC(C)C)c(=O)[nH]c2=O)n1-c1ccccc1 | 0.8 | 3.3 | -0.4 | 14.0 | 1.3 | -4.7 | 1.4 | 16.6 | 10.2 | 3.3
Fc1ccc(N2CCN(/C=C/c3nnnn3-c3ccccc3)CC2)cc1 | -30.0 | 3.0 | 0.5 | -0.2 | 3.2 | -9.6 | -24.8 | 23.1 | 10.4 | 0.1
COc1ccccc1N(CC(=O)N1CCCC1)S(=O)(=O)c1ccc(C)cc1 | 4.5 | 0.0 | -0.5 | -12.4 | -0.4 | -6.0 | 7.4 | 7.9 | 6.2 | 4.0
COc1ccc(C(C(=O)NC2CCCCC2)N(C(=O)c2ccco2)c2ccc(-n3cnnn3)c(C)c2)cc1 (stereo unspecified) | -4.5 | 1.3 | -0.1 | -4.4 | -2.0 | 0.4 | -50.0 | 6.9 | -16.3 | -0.4
Cc1ccc2nc(Nc3ccc4[nH]c(=O)[nH]c4c3)c(-n3nc(C)cc3C)nc2c1 | -0.9 | -1.4 | 1.8 | 27.3 | 2.8 | 11.6 | -2.8 | -0.8 | -35.5 | 9.9
Cc1ccccc1N1CCN(C2CCCN(C(=O)c3cc[n+]([O-])cc3)C2)CC1 (stereo unspecified) | 7.3 | -10.9 | 0.6 | -5.7 | -11.2 | -5.9 | -33.8 | 10.5 | -2.0 | 2.4
COC(=O)c1c(NC(=S)Nc2ccc(F)cc2[N+](=O)[O-])sc2c1CCCCC2 | -14.9 | -0.7 | 0.3 | -6.0 | -7.2 | -6.2 | -0.1 | 17.4 | -9.4 | 1.6
OC(CNCCc1ccc(Cl)cc1)COc1cc(Cl)ccc1Cl (stereo unspecified) | 6.9 | 3.2 | -0.4 | 9.1 | -1.7 | -0.3 | -25.5 | 5.0 | 11.1 | 11.6
COc1ccccc1NS(=O)(=O)c1cc(NC(=O)CNC(=O)c2cc(C)cc(C)c2)ccc1C | -13.5 | -6.8 | 0.2 | 16.1 | -9.2 | 3.2 | -2.4 | 18.1 | 3.9 | 15.4
CC1(C)CC(=O)C(C=NCCN2CCN(CCc3ccccc3)CC2)=C(O)C1 | 17.5 | -2.3 | 0.2 | -7.1 | 0.6 | -3.9 | -29.9 | 24.1 | -34.9 | 3.7
CCC(Sc1nc(-c2ccccc2)c(C#N)c(=O)[nH]1)C(=O)Nc1cc(C)on1 (stereo unspecified) | -8.2 | 0.3 | -0.2 | 15.2 | 1.4 | -10.0 | -0.5 | 9.8 | 2.3 | 3.9
O=c1[nH]c([N+](=O)[O-])nn1C(c1ccccc1)c1ccccc1 | 2.5 | 1.9 | 0.0 | 29.4 | -2.7 | 4.9 | -22.9 | 10.4 | 5.6 | 0.3
Cc1occc1C(=O)NC(C)C1CCCO1 (stereo unspecified) | -6.7 | 0.8 | -0.4 | -20.8 | 5.1 | -3.4 | 0.2 | 31.8 | 9.4 | -8.0
COc1ccccc1NC(=O)N1CCN(C(=O)c2ccco2)CC1 | -1.1 | 0.2 | -1.3 | -1.3 | -0.8 | -2.8 | -23.8 | 17.8 | 1.6 | 14.7
c1ccc(-c2nnc(-c3ccccn3)c(-c3ccccn3)n2)nc1 | 6.1 | -0.7 | 0.1 | -16.9 | 3.0 | 3.9 | -18.8 | 24.7 | -8.7 | -4.3
O=C(c1ccccc1)c1ccc(N2CCOCC2)c(F)c1 | -2.5 | 0.1 | 1.8 | 3.2 | 7.5 | -3.9 | -132.2 | 2.4 | -144.8 | -11.9
O=C(NCCCCNC(=O)c1cccs1)c1cccs1 | -31.3 | 8.7 | 0.0 | 13.4 | 0.0 | -3.1 | -8.4 | 22.8 | 3.5 | -1.0
O=C(CN1CCN(C(=O)c2ccco2)CC1)Nc1cc(Cl)ccc1Cl | 3.1 | 6.2 | -0.1 | 19.9 | -2.1 | -1.0 | -3.5 | 47.7 | 13.7 | 16.3
O=C(CSc1nncs1)Nc1ccc(S(=O)(=O)N2CCCC2)cc1 | 14.8 | 0.0 | -1.9 | -0.1 | -0.7 | -6.4 | -8.6 | -83.4* | 0.9 | -7.7
O=C(CSC1=NS(=O)(=O)c2ccccc21)Nc1ccccc1 | 7.4 | -5.0 | 0.3 | -3.8 | -2.1 | -1.2 | -25.9 | 51.9 | 3.3 | -2.8
CCCC(=O)Nc1ccc(NC(=O)c2ccccc2)nc1 | 38.3 | 13.6 | -0.9 | -7.3 | -2.7 | 14.3 | -125.0 | -6.3 | -20.6 | 11.1
CCOC(=O)Nc1ccc(C(N)=O)cc1 | -1.5 | -1.6 | -0.6 | 8.5 | 2.6 | -0.8 | -19.0 | 6.5 | -11.3 | 2.6
Cc1[nH]c2ccccc2c1Cc1nnc(SCC(N)=O)o1 | 3.5 | -0.7 | -0.1 | 10.5 | 1.7 | -2.1 | -15.5 | 13.7 | 7.8 | 1.3
COc1ccc(N2CCN(CCCNC(=O)Nc3ccccc3)CC2)cc1 | -3.5 | -0.1 | 0.5 | 8.8 | -4.1 | 1.8 | -0.3 | -2.5 | -4.5 | 10.6
Cc1oc2cc(OCC(=O)O)ccc2c(=O)c1Oc1ccccc1 | 6.7 | -2.1 | -1.4 | -6.1 | -2.8 | 4.5 | -13.2 | 5.3 | -20.0 | 0.8
CS(=O)(=O)c1cnc2c(-c3ccsc3)cnn2c1N | -3.3 | -0.9 | 3.4 | -3.5 | -4.1 | 5.9 | -60.7 | 5.6 | -85.5 | -5.1
O=C1CC(N2CCN(c3cccc(C(F)(F)F)c3)CC2)C(=O)N1c1ccccc1F (stereo unspecified) | -2.3 | -0.3 | -0.1 | 4.0 | 0.2 | -2.8 | -8.4 | 25.5 | 6.9 | 10.1
CS(=O)(=O)c1ccc(C(=O)OCC(=O)NC(=O)Cc2ccccc2)cc1 | -10.6 | / | -0.3 | -6.1 | / | -4.3 | / | 5.1 | -14.2 | -9.5
OCCCn1c(C(CO)Nc2nc(-c3ccc(Cl)cc3)cs2)nc2ccccc21 (stereo unspecified) | 7.0 | / | 0.1 | 26.9 | / | 28.3 | / | 15.8 | -11.2 | 8.2
CCOCCCNC(=O)N[C@@H](C)C(=O)OC | -1.0 | 3.2 | -0.3 | 1.3 | -1.8 | 1.2 | -0.4 | 32.3 | 34.4 | -8.3
Cc1ccc(S(=O)(=O)N(C)c2ccc(C(=O)NCc3ccccn3)cc2)cc1 | -1.7 | -1.6 | 0.5 | 14.4 | -6.0 | 4.6 | -25.5 | 15.8 | 17.2 | /
NC(=O)c1ccc(NC(=O)c2ccccc2S(=O)(=O)c2ccccc2[N+](=O)[O-])cc1 | -5.7 | -5.2 | -0.3 | 8.0 | -0.5 | -4.3 | -17.6 | 28.1 | -46.2 | 4.1

Not a hit list; 6% or so of the library scored in one or more.
